Screening data from PubChem BioAssay.
T cruzi intra – inhibitors of intracellular Trypanosoma cruzi. AID 651903. hit rate 4.9% among 22,000. activity score (inhibition), % at 5.01 µM. intracellular Trypanosoma cruzi in host cells, plate reader; in the data active = activity score above about 55%;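 note: parasites and compound incubated about four days before reading; 0% = median of neutral control wells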
INS-1E rescue – rescue of cytokine-induced death in INS-1E beta cells | INS-1E cytokine-induced death, ATP luminescence, 48 h; normalised: neutral wells 0, positive control 100 | hit rate 0.1% among 20,000 | protection from cytokine-induced ATP loss, % at 10 µM | AID 488910;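 active = mean replicate protection from cytokine-induced ATP loss at least 50% and at least 75% of replicates each reaching 50%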
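Material: INS-1E rat cells; Quantity: 8000 cells/well; Buffer or medium: phenol-red-free RPMI with 5% fetal bovine serum; Probe or stimulus: cytokine cocktail of IFN-γ, TNF-α and IL-1β; Compound dosing: single test concentration per compound, delivered by pin transfer; Incubation: 48 h co-treatment, 10 min post-lysis read; Signal: CellTiter-Glo luminescence.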
* marks the source's active call; other numbers are inactive results; / = no result given.

entry	compound	T cruzi intra	INS-1E rescue
1	COC(=O)CCCCCCC(=O)N/N=C/[C@H](O)[C@H](O)[C@@H](O)[C@H](C)O	-2.9	8.2
2	C[C@@H]1CN([C@@H](C)CO)C(=O)c2cc(NS(=O)(=O)c3ccc(F)cc3)ccc2O[C@H]1CN(C)Cc1ccc(C(=O)Nc2ccccc2N)cc1	57.4*	-5.1
3	C[C@H](CO)N1C[C@H](C)[C@@H](CN(C)Cc2ccc(Oc3ccccc3)cc2)Oc2ccc(NC(=O)CCCN(C)C)cc2C1=O	15.1	-0.2
4	C[C@H](CO)N1C[C@H](C)[C@@H](CN(C)S(=O)(=O)c2cn(C)cn2)Oc2ccc(NC(=O)Nc3ccc(F)cc3)cc2C1=O	-9.0	-2.0
5	C[C@H](CO)N1C[C@H](C)[C@H](CN(C)Cc2ccccc2)Oc2ncc(-c3cc4ccccc4o3)cc2C1=O	59.0*	/
6	C[C@@H]1CCCCO[C@H](CN(C)C(=O)Cc2ccccc2)[C@@H](C)CN([C@H](C)CO)C(=O)c2cc(NC(=O)Nc3ccc(F)cc3)ccc2O1	-4.4	-11.0
7	Cc1ccc(S(=O)(=O)Nc2ccc3c(c2)CC(=O)N([C@@H](C)CO)C[C@H](C)[C@@H](CN(C)Cc2ccc(C(=O)Nc4ccccc4N)cc2)O3)cc1	50.0	8.3
8	C[C@@H]1CN([C@@H](C)CO)C(=O)CCCn2nncc2CO[C@H]1CN(C)C(=O)OCc1ccccc1	-4.6	/
9	CC(C)NC(=O)Nc1ccc2c(c1)CC(=O)N([C@H](C)CO)C[C@H](C)[C@H](CN(C)C(=O)NC1CCCCC1)O2	-26.0	33.0
10	C[C@H](CO)N1C[C@H](C)[C@H](CN(C)C(=O)Nc2ccccc2)Oc2ccc(NC(=O)Cc3ccccc3)cc2C1=O	1.4	8.8
11	COc1ccc(S(=O)(=O)Nc2ccc3c(c2)C(=O)N([C@@H](C)CO)C[C@@H](C)[C@@H](CN(C)Cc2ccc(Oc4ccccc4)cc2)O3)cc1	17.4	-29.8
12	C[C@H](CO)N1C[C@H](C)[C@@H](CN(C)Cc2ccc(Oc3ccccc3)cc2)Oc2c(NC(=O)C3CCOCC3)cccc2C1=O	17.5	-12.6
13	C[C@@H]1CN([C@@H](C)CO)C(=O)c2cccc(NS(=O)(=O)c3cn(C)cn3)c2O[C@@H]1CN(C)CC1CC1	21.3	3.9
14	CC(C)NC(=O)N(C)C[C@@H]1Oc2ccc(NC(=O)Cn3cnnn3)cc2C(=O)N([C@@H](C)CO)C[C@H]1C	-7.4	2.0
15	C[C@H](CO)N1C[C@H](C)[C@@H](CN(C)Cc2ccc(C(=O)Nc3ccccc3N)cc2)Oc2c(NC(=O)c3ccncc3)cccc2C1=O	24.6	-15.7
16	C[C@@H]1CN([C@H](C)CO)C(=O)c2cc(NS(=O)(=O)c3ccccc3)ccc2O[C@@H]1CN(C)S(=O)(=O)c1ccc(Cl)cc1	21.6	-10.8
17	CC(C)NC(=O)Nc1ccc2c(c1)CC(=O)N([C@H](C)CO)C[C@H](C)[C@H](CN(C)S(=O)(=O)c1ccccc1)O2	0.6	5.7
18	C[C@@H]1CN([C@@H](C)CO)C(=O)c2cc(NC(=O)Nc3cccc4ccccc34)ccc2O[C@@H]1CN(C)Cc1ccc(C(=O)Nc2ccccc2N)cc1	24.8	-2.6
19	C[C@@H]1CN([C@H](C)CO)C(=O)Cc2cc(NC(=O)C3CCCCC3)ccc2O[C@@H]1CN(C)Cc1ccc(C(F)(F)F)cc1	25.9	-23.1
20	COc1ccc(S(=O)(=O)Nc2ccc3c(c2)C(=O)N([C@H](C)CO)C[C@H](C)[C@H](CN(C)S(=O)(=O)c2ccc(OC)cc2)OCCCC[C@@H](C)O3)cc1	12.3	3.3
21	C[C@H]1CN([C@@H](C)CO)C(=O)c2cc(NC(=O)CCC(F)(F)F)ccc2O[C@@H]1CN(C)Cc1ccc(C(=O)O)cc1	-8.6	0.2
22	C[C@H]1CN([C@@H](C)CO)C(=O)c2cc(NC(=O)CCC(F)(F)F)ccc2O[C@H]1CN(C)C(=O)Nc1cccc2ccccc12	7.1	/
23	CNC[C@@H]1Oc2c(NC(=O)c3nc4ccccc4s3)cccc2C(=O)N([C@H](C)CO)C[C@H]1C	-16.0	-14.6
24	C[C@@H]1CN([C@H](C)CO)C(=O)c2cc(NS(=O)(=O)c3ccccc3)ccc2O[C@@H]1CN(C)S(C)(=O)=O	6.6	3.6
25	COc1ccc(NC(=O)Nc2ccc3c(c2)CC(=O)N([C@H](C)CO)C[C@@H](C)[C@H](CN(C)S(=O)(=O)c2ccc(C)cc2)O3)cc1	-13.4	-1.3
26	C[C@@H]1CN([C@H](C)CO)C(=O)c2cc(NC(=O)C3CCCCC3)ccc2O[C@@H]1CN(C)C(=O)NC1CCCCC1	2.6	-0.2
27	CC(C)NC(=O)Nc1cccc2c1O[C@H](CN(C)C(=O)Nc1ccc3c(c1)OCO3)[C@H](C)CN([C@H](C)CO)C2=O	-6.7	9.7
28	C[C@H](CO)N1C[C@H](C)[C@H](CN(C)C(=O)Nc2ccc(C(F)(F)F)cc2)Oc2ccc(NC(=O)CCC(F)(F)F)cc2CC1=O	8.0	-9.6
29	CNC[C@@H]1Oc2c(N)cccc2C(=O)N([C@@H](C)CO)C[C@H]1C	-5.8	9.9
30	C[C@H](CO)N1C[C@H](C)[C@H](CN(C)C(=O)Nc2ccccc2)Oc2ccc(NC(=O)Cc3cn(C)c4ccccc34)cc2CC1=O	-14.5	7.6

Entries of single compounds as entered above. Order of values: T cruzi intra	INS-1E rescue
`C[C@H](CO)N1C[C@H](C)[C@@H](CN(C)Cc2ccc(C(=O)Nc3ccccc3N)cc2)Oc2c(NC(=O)c3ccncc3)cccc2C1=O` reads 24.6	-15.7
`COc1ccc(S(=O)(=O)Nc2ccc3c(c2)C(=O)N([C@H](C)CO)C[C@H](C)[C@H](CN(C)S(=O)(=O)c2ccc(OC)cc2)OCCCC[C@@H](C)O3)cc1` reads 12.3	3.3
`C[C@H](CO)N1C[C@H](C)[C@H](CN(C)C(=O)Nc2ccc(C(F)(F)F)cc2)Oc2ccc(NC(=O)CCC(F)(F)F)cc2CC1=O` reads 8.0	-9.6
`C[C@@H]1CN([C@@H](C)CO)C(=O)c2cc(NS(=O)(=O)c3ccc(F)cc3)ccc2O[C@H]1CN(C)Cc1ccc(C(=O)Nc2ccccc2N)cc1` reads 57.4*	-5.1

Later entries
entry	compound	T cruzi intra	INS-1E rescue
31	C[C@H](CO)N1C[C@H](C)[C@H](CN(C)S(C)(=O)=O)Oc2ccc(NC(=O)Nc3cccc4ccccc34)cc2CC1=O	3.9	7.4
32	CC(C)NC(=O)N(C)C[C@H]1Oc2c(NS(=O)(=O)c3ccc(F)cc3)cccc2C(=O)N([C@@H](C)CO)C[C@H]1C	5.2	3.0
33	COc1ccc(CN(C)C[C@@H]2Oc3c(NS(=O)(=O)c4ccc(Cl)cc4)cccc3C(=O)N([C@@H](C)CO)C[C@H]2C)cc1	-8.4	8.9
34	COc1ccc(NC(=O)Nc2ccc3c(c2)C(=O)N([C@H](C)CO)C[C@H](C)[C@@H](CN(C)C(=O)Nc2ccccc2)OCCCC[C@@H](C)O3)cc1	-2.5	-5.4
35	C[C@@H]1CN([C@@H](C)CO)C(=O)c2cc(NC(=O)Cc3cn(C)c4ccccc34)ccc2O[C@H]1CN(C)Cc1ccc(Oc2ccccc2)cc1	38.4	-6.3
36	C[C@H]1CN([C@@H](C)CO)C(=O)Cc2cc(NC(=O)NC3CCCCC3)ccc2O[C@@H]1CN(C)S(=O)(=O)c1ccc(F)cc1	-11.0	23.0
37	C[C@@H]1CN([C@H](C)CO)C(=O)Cc2cc(NC(=O)Nc3ccc4c(c3)OCO4)ccc2O[C@@H]1CN(C)Cc1ccc(Cl)c(Cl)c1	74.4*	-32.4
38	C[C@H](CO)N1C[C@H](C)[C@@H](CN(C)S(=O)(=O)c2cccs2)Oc2c(NC(=O)C3CCCCC3)cccc2C1=O	8.2	0.3
39	Cc1noc(C)c1S(=O)(=O)Nc1ccc2c(c1)CC(=O)N([C@@H](C)CO)C[C@H](C)[C@H](CN(C)C(=O)Nc1ccc(C(F)(F)F)cc1)O2	-4.8	-12.1
40	C[C@@H]1CN([C@@H](C)CO)C(=O)CCCn2cc(nn2)CO[C@@H]1CN(C)Cc1ccc2cccnc2c1	-10.6	2.3
41	C[C@@H]1CN([C@@H](C)CO)C(=O)c2cccc(N(C)C)c2O[C@@H]1CN(C)Cc1ccc(C(=O)O)cc1	0.1	3.9
42	C[C@@H]1CN([C@H](C)CO)C(=O)c2cccc(NS(=O)(=O)c3ccc(F)cc3)c2O[C@H]1CN(C)C(=O)Nc1ccc(C(F)(F)F)cc1	15.3	-0.5
43	Cc1noc(C)c1NC(=O)Nc1ccc2c(c1)C(=O)N([C@H](C)CO)C[C@@H](C)[C@@H](CN(C)S(=O)(=O)c1cn(C)cn1)O2	-10.0	1.0
44	Cc1noc(C)c1NC(=O)Nc1cccc2c1O[C@H](CN(C)C)[C@@H](C)CN([C@H](C)CO)C2=O	-2.7	4.2
45	COc1ccc(S(=O)(=O)Nc2cccc3c2O[C@H](CN(C)Cc2ccc(Oc4ccccc4)cc2)[C@@H](C)CN([C@H](C)CO)C3=O)cc1	26.4	-4.5
46	C[C@@H]1CCCCO[C@H](CN(C)S(=O)(=O)c2ccc(F)cc2)[C@@H](C)CN([C@H](C)CO)C(=O)c2cc(NC(=O)Nc3ccc(F)cc3)ccc2O1	13.7	-7.1
47	COc1ccc(NC(=O)N(C)C[C@@H]2Oc3ccc(NC(=O)CCCCCC(=O)Nc4ccccc4N)cc3CC(=O)N([C@H](C)CO)C[C@H]2C)cc1	-42.7	5.7
48	COc1ccc(NC(=O)Nc2ccc3c(c2)C(=O)N([C@@H](C)CO)C[C@@H](C)[C@@H](CN(C)C(=O)Nc2ccc(C(F)(F)F)cc2)O3)cc1	1.9	-35.1
49	CCCC(O)C#Cc1cnc2c(c1)C(=O)N([C@H](C)CO)C[C@H](C)[C@H](CN(C)C(=O)Nc1ccc(F)cc1)O2 (stereo partly drawn)	13.0	/
50	O=C(NO)c1ccc(C(=O)N/N=C/c2cccc(OCCO)c2)cc1	-11.2	8.3
51	C[C@H](CO)N1C[C@H](C)[C@@H](CN(C)Cc2ccc(-c3ccccc3)cc2)Oc2ccc(NC(=O)Nc3ccc(C(F)(F)F)cc3)cc2C1=O	22.7	-20.4
52	Cc1noc(C)c1NC(=O)Nc1ccc2c(c1)C(=O)N([C@H](C)CO)C[C@H](C)[C@@H](CN(C)S(=O)(=O)c1ccccc1)O2	-24.7	2.3
53	O=C(NO)c1cccc(C(=O)N/N=C/c2cc(Cl)cc(Cl)c2O)c1	-24.1	-6.6
54	C[C@H]1CN([C@@H](C)CO)C(=O)Cc2cc(NC(=O)CCN3CCOCC3)ccc2O[C@@H]1CN(C)S(=O)(=O)c1ccc(Cl)cc1	3.4	6.9
55	Cc1ccc(S(=O)(=O)N(C)C[C@@H]2Oc3ccc(N(C)C)cc3CC(=O)N([C@H](C)CO)C[C@H]2C)cc1	3.9	1.3
56	C[C@@H]1CN([C@H](C)CO)C(=O)Cc2cc(NS(C)(=O)=O)ccc2O[C@H]1CN(C)Cc1ccc(C(F)(F)F)cc1	41.2	-9.0
57	CC(C)NC(=O)N(C)C[C@@H]1Oc2ccc(NC(=O)CCN3CCOCC3)cc2CC(=O)N([C@H](C)CO)C[C@@H]1C	-9.8	0.9
58	C[C@@H]1CN([C@H](C)CO)C(=O)c2cccc(NC(=O)c3cnccn3)c2O[C@H]1CN(C)Cc1ccc2c(c1)OCO2	0.8	-8.8
59	C[C@@H]1CN([C@H](C)CO)C(=O)Cc2cc(NC(=O)NC3CCCCC3)ccc2O[C@@H]1CN(C)Cc1ccc(Cl)c(Cl)c1	51.2	-55.8
60	C[C@@H]1CN([C@H](C)CO)C(=O)c2cccc(NC(=O)c3ccc(-c4nccs4)cc3)c2O[C@H]1CN(C)S(C)(=O)=O	-20.6	7.1

(cont.)
entry	compound	T cruzi intra	INS-1E rescue
61	C[C@H]1CN([C@@H](C)CO)C(=O)c2cccc(NC(=O)C3CC3)c2O[C@@H]1CN(C)Cc1ccc(C(=O)O)cc1	-18.5	4.9
62	COc1ccc(NC(=O)N(C)C[C@H]2Oc3ccc(NC(=O)C4CCCCC4)cc3CC(=O)N([C@@H](C)CO)C[C@@H]2C)cc1	1.9	6.9
63	COc1ccc(NC(=O)N(C)C[C@@H]2Oc3ccc(NC(=O)Cc4ccccc4)cc3C(=O)N([C@H](C)CO)C[C@@H]2C)cc1	-15.0	-1.2
64	C[C@@H]1CN([C@H](C)CO)C(=O)c2cccc(NC(=O)Nc3ccc(C(F)(F)F)cc3)c2O[C@@H]1CN(C)S(=O)(=O)c1ccc(Cl)cc1	63.3*	-107.5
65	O=C(N/N=C/c1ccccc1C(=O)O)c1ccccn1	0.7	-13.4
66	C[C@@H]1CN([C@H](C)CO)C(=O)c2cccc(NS(C)(=O)=O)c2O[C@@H]1CN(C)C	-13.1	5.7
67	COc1ccc(NC(=O)Nc2cccc3c2O[C@@H](CN(C)C(=O)Nc2ccc(C(F)(F)F)cc2)[C@H](C)CN([C@H](C)CO)C3=O)cc1	-5.9	1.5
68	C[C@@H]1CN([C@@H](C)CO)C(=O)c2cccc(NC(=O)Nc3ccc(C(F)(F)F)cc3)c2O[C@@H]1CN(C)Cc1ccc(C(=O)Nc2ccccc2N)cc1	77.5*	-16.0

These rows are one share of the data (hit frequency here may not be typical).
